Assay outcomes deposited in PubChem by several laboratories.
HCV core dimer – inhibitors of HCV core protein dimerization, primary screen, biochemical, TR-FRET, high-throughput; TR-FRET GST/Flag-core106 dimerization, 1536-well; inhibition, % at 5 µM; actives 0.33% (n = 300,000); AID 1899, 2009;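 active means inhibition above the mean of all tested compounds plus 3 SD, set per screening campaign, cut at about 45% in these data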
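test system = GST/Flag-tagged HCV core106 proteins | probe or stimulus = Eu donor and XL665 acceptor anti-tag antibodies | times = compound-protein-antibody incubation 4 h at 22.5 °C | signal = TR-FRET, excitation 340 nm, emission 617 and 671 nm | measure = percent inhibition of core106 dimerization signal | controls = wells lacking GST-core106 and wells with excess unlabelled core106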
proCasp3 act – activators of human procaspase-3 D3A mutant, primary screen, biochemical, absorbance, PC-3 D3A mutant, single concentration. Caspase-3 (Homo sapiens), P42574. recombinant procaspase-3 D3A, Ac-DEVD-pNA absorbance 405 nm. activation, % at 8.5 µM. actives 0.11% (n = 330,000). AID 463141, 2010;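 active means activation above the mean of all tested compounds plus 3 SD, cut at about 21% in these data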;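 further: 0% = DMSO alone and 100% = DMSO wells spiked with extra 5 µM PC-3 D3A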
Target sequence (P42574 whole entry D9A/D28A/D175A): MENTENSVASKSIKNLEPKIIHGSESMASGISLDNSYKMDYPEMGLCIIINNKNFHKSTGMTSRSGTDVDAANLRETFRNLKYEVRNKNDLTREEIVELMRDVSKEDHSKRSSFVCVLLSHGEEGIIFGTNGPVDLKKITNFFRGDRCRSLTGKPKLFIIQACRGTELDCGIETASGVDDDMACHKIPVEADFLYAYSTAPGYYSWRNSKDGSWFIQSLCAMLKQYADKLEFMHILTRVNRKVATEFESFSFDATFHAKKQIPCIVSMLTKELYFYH
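Test system: Procaspase-3 D3A mutant, all three cleavage aspartates alanine | Dosing: Single dose, 8.5 µM nominal compound, 0.8% DMSO | Schedule: 1 h preincubation, 2 h reaction | Technique: 405 nm absorbance of p-nitroaniline, reads at 0 and 120 min | Repeats: One well per compound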
PP5 inh – PP5 phosphatase inhibitors, primary screen, biochemical, fluorescence | actives 0.18% (n = 320,000) | Serine/threonine-protein phosphatase 5 (Homo sapiens), P53041 | AID 1987, 2009 | purified PP5c, OMFP substrate fluorescence | inhibition, % at 6.7 µM;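 active means inhibition above the campaign's mean inhibition across all tested compounds plus 3 SD, cut at about 9.5% in these data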;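 further: 0% = DMSO only and 100% = 100 µM cantharidin control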
Fh CTSL1 inh – Fasciola hepatica cathepsin L1 inhibitors, primary screen, counter-screen for PFM18AAP inhibitor project, biochemical, QFRET, fluorogenic peptide substrate; recombinant F. hepatica cathepsin L1, Z-Leu-Arg-MCA fluorescence; inhibition, % at 5.96 µM; actives 0.49% (n = 300,000); AID 1906, 2009;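 active means inhibition above the mean of all tested compounds plus 3 SD, set per screening campaign, cut at about 17% in these data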;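 further: 0% = plate median of test compound wells and 100% = 1 µM Z-Phe-Ala-diazomethylketone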
VLA-4 inh – inhibition in human VLA-4 binding assay, primary screen, VLA-4 allosteric modulator project, MLPCN library, flow cytometry, VLA-4 expressing cells; Integrin alpha-4 (Homo sapiens), P13612; ligand binding flow cytometry; inhibition, % (about 7 µM as worked out from the volumes in the protocol); actives 0.2% (n = 330,000); AID 2557, 2010; in the data active means inhibition above about 50%
GASC-1 inh – inhibitors of GASC-1 histone demethylase, primary screen, biochemical, fluorescence, DELFIA europium. Lysine-specific demethylase 4C (Homo sapiens), Q9H3R0. GST-JMJD2C(1-420) H3K9me3 demethylation. inhibition, % at 2.35 µM. actives 0.069% (n = 330,000). AID 2099, 2009;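 active means more than half of a compound's replicate wells show inhibition beyond 50%, single wells judged on their own value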;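 further: signal counts dimethyl H3K9 product captured on neutravidin plate; 0% = median of DMSO wells and 100% = 0.3 times that DMSO median; strong numbers were not always called active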
Target sequence (Q9H3R0 1-420 limits assumed): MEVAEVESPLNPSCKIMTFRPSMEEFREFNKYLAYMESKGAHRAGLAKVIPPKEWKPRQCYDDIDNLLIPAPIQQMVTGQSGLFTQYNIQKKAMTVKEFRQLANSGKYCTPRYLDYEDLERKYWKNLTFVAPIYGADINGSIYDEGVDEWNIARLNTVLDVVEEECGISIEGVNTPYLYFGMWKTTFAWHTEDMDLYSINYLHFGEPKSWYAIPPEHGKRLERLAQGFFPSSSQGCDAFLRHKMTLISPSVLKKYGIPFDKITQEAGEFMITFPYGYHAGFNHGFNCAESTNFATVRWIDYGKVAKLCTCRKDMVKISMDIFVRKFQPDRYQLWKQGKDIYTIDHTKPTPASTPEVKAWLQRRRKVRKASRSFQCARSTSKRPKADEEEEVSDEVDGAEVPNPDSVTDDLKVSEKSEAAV
PP1 inh – PP1-alpha phosphatase inhibitors, primary screen, counter-screen for PP5 inhibitor project, biochemical, fluorescence, OMFP substrate, single point; AID 2235, 2010; actives 0.9% (n = 320,000); Serine/threonine-protein phosphatase PP1-alpha catalytic subunit (Homo sapiens), P62136; purified PP1alpha; inhibition, % at 6.7 µM;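 active means inhibition above the mean inhibition of all tested compounds plus 3 SD, computed separately for each screening campaign, cut at about 15% in these data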
GRK2 inh – compounds blocking aptamer binding on GRK2 – biochemical, human GRK2, bead flow cytometry, HTS, primary screen. actives 0.59% (n = 330,000). Beta-adrenergic receptor kinase 1 (Homo sapiens), P25098. FAM-aptamer displacement from GRK2. inhibition of aptamer binding, % at 10 µM. AID 488847, 2010;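 active means inhibition of aptamer binding above 40%, roughly 3 SD of noise, on plates passing a quality check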;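 further: median bead fluorescence of bound FAM aptamer so fluorescent compounds give negative values; no value below 0 was filed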
proCasp7 act – procaspase-7 activators, primary screen, counter-screen for procaspase-3 activator project, biochemical, absorbance, HTS, human. Caspase-7 (Homo sapiens), P55210. recombinant procaspase-7, Ac-DEVD-pNA absorbance 405 nm; D23A/D198A/D206A triple mutant, cannot self-cleave; scale: DMSO 0, 5 µM enzyme 100. activation, % at 8.5 µM. actives 0.093% (n = 330,000);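 active means percent activation above the screen-wide mean plus 3 SD, cut at about 25% in these data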
Target sequence (P55210 whole entry D23A/D198A/D206A): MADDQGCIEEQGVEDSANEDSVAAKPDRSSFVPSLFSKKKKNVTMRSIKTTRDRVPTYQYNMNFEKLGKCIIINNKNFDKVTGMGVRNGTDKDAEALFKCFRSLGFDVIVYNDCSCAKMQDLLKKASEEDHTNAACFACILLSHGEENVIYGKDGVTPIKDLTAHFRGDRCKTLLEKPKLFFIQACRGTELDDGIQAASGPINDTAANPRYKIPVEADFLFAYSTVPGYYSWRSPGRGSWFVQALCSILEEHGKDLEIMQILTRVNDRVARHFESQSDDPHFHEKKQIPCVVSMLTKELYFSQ
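buffer or medium = Zinc-free HEPES/NaCl buffer, pH 7.4 | material = Procaspase-7 triple mutant (PC-7 D3A) | input = 2 µM procaspase-7 mutant as dispensed | signal = Epi-absorbance of released pNA at 405 nm, two timepoints | timing = 1 h preincubation, 2 h reaction | replicates = singlicate compound testing | evaluation = % activation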
* marks the source's active call; other numbers are inactive results; . = not tested or not shown; & = joins results of further samples. An unsorted share of the library; 2.6% or so of the library scored in one or more.

SMILES	HCV core dimer	proCasp3 act	PP5 inh	Fh CTSL1 inh	VLA-4 inh	GASC-1 inh	PP1 inh	GRK2 inh	proCasp7 act
O=C(CN1C(=O)C2C3C=CC(C3)C2C1=O)Nc1nc(SCc2ccc(Cl)cc2)n[nH]1 (stereo not drawn)	2	-2	-0.7	-3	8	2	-3	0	-2
O=c1c(O)c(-c2cccs2)oc2ccc(Cl)cc12	-6	5	-10	4	-9	-3	-9	3	17
Cc1ccc(C)c(N2CCN(C(=O)CNS(=O)(=O)c3cccs3)CC2)c1	5	7	1.9	-2	-4	-6	-2	29	4
C/C(=N\OCC(=O)Nc1ccc(OC(F)(F)F)cc1)c1ccc2c(c1)OCCO2	-6	7	6.2	2	5	-2	-2	0	2
Cc1ccc(S(=O)(=O)N2CCCN(c3nccc(C(F)(F)F)n3)CC2)cc1	-2	-2	3.5	-1	4	-15	-4	4	-3
Cc1ccc(N=Nc2c(O)n(CN3CCOCC3)c3ccccc23)cc1	-17	-5	1.9	2	8	3	2	1	-25
COc1ccc(C(=S)Nc2ccc(C)cc2)cc1	-3	-7	-6.6	3	-7	11	3	100*	-22
O=C(O)CCN1C(=O)/C(=C2\C(=O)N(Cc3ccc(F)cc3)c3ccccc32)SC1=S	-7	-9	0.5	-2	1	9	0	1	-18
CCOc1ccccc1OCC(=O)Nc1nc2ccccc2[nH]1	1	5	-2.9	2	0	-21	-3	1	6
COc1ccc(Cl)cc1NC(=O)CN(C)C(=O)/C=C/c1ccco1	.	-4	.	.	-14	-4	.	2	-13
CC(C)OC(=O)CSc1nnc(-c2ccncc2)n1N	0	-10	-4.1	0	-3	8	2	0	7
COc1ccccc1-n1cn[nH]c1=S	-2	6	0.6	-5	-4	-3	1	0	-7
Cc1cc(/C(N)=N/OC(=O)c2ccc(Cl)cc2)no1	2	0	0.7	-1	16	9	-3	0	4
CCOCc1nnc(NC(=O)C2c3ccccc3Oc3ccccc32)s1	3	1	2.1	2	-5	23	1	0	6
O=C(O)CCC(=O)Nc1ccc(-c2nnc(-c3ccco3)o2)cc1	2	13	0.1	2	24	3	-5	1	3
CC(C)CC(NC(N)=O)C(=O)NCCc1ccc(Cl)cc1 (stereo not drawn)	-6	3	-1.8	1	0	-4	-5	2	-2
COc1cccc(-n2c(C)nnc2SCC(=O)Nc2ccccc2N2CCOCC2)c1	-2	4	-0.3	-1	11	-15	-3	0	3
COc1ccccc1C(=O)NCCC(=O)NCc1ccncc1	.	4	1.4	.	-5	3	-5	0	4
C/C(=N\NC(=O)c1csc(C)c1C)c1ccc(Cl)s1	3	-7	0.4	4	0	-15	1	0	7
COc1ccc(C(O)CNc2ccc(C)cc2)cc1 (stereo not drawn)	1	0	0.3	-1	2	-6	0	0	1
Cc1ccccc1CN1CCN(CC(=O)NC(C)c2ccccc2)CC1 (stereo not drawn)	12	2	0.0	2	2	7	1	0	5
COc1ccc(/C=N/NC(=O)C(=O)N2CCCCCC2)cc1O	-3	11	3.0	2	0	-8	3	0	4
CCN1CCN(C(=O)CN(CC)S(=O)(=O)c2ccc(F)cc2)CC1	-6	-3	0.9	2	3	-29	-1	5	7
Oc1c(Br)cc(Br)cc1C=NCc1ccccc1	-2	-9	-1.7	0	17	-12	-2	7	-5
CCCCNC(=O)c1cn(CC(C)C)c(=O)c2c1c1ccccc1n2C	-7	-1	-4.1	-2	21	0	-8	0	1
Cc1cc(C(F)F)nn1CC(=O)NCc1ccco1	5	2	1.8	4	8	2	-2	3	-4
Cc1csc(NC(=O)c2cncc(Br)c2)n1	-3	1	0.5	2	-4	-4	4	1	-4
Cc1c(C)c2ccc(OCC(=O)N3CCC(C(=O)O)CC3)c(C)c2oc1=O	4	-1	5.0	2	-3	5	-1	2	9
COc1cc2c(C#N)c(N3CCN(c4ccccc4OC)CC3)nc(N)c2c(N)n1	-5	-1	3.3	3	10	-20&1	3	0	3
OCCn1c(Cl)nc2ccccc21	-2	3	-0.8	-1	4	-11	-2	0	4
CCOCCn1c(CN2CCN(c3ccccc3)CC2)nc2c1c(=O)n(C)c(=O)n2C	1	-6	4.3	9	-7	-8	-5	1	-3
COCc1ccc(C(=O)N2CCCC(C(=O)c3ccc(SC)cc3)C2)o1 (stereo not drawn)	10	5	-1.8	2	5	1	7	4	10
O=C(COC(=O)Cc1ccsc1)NCc1ccc(Cl)cc1	-6	-5	2.0	-10	-8	-3	6	0	0
Cc1cccc(N2CCN(C(=O)CNC(=O)Cc3ccccc3)CC2)c1C	.	13	.	.	-21	1	.	0	0
CCOC(=O)c1[nH]nc(-c2c(O)cc(C)cc2O)c1-c1csc(C)n1	-1	-4	0.3	5	-3	1	-1	1	6
Cc1ccc(S(=O)(=O)NC2CC2)s1	-16	5	1.0	3	-19	4	-4	0	12
Cc1ccc(N2CCN(CCCCN3C(=O)C4CCCN4C3=O)CC2)cc1 (stereo not drawn)	3	2	0.3	1	10	-3	-3	0	-7
COc1ccccc1CNC(=O)CSc1nnc2c(n1)[nH]c1ccc(F)cc12	10	1	4.9	0	-2	-5	0	0	-6
N/C(=N\OC(=O)COc1ccc([N+](=O)[O-])cc1)c1cccnc1	-2	0	-0.1	-4	6	-5	-2	2	6
CCCCN(C(=O)c1cccc(S(=O)(=O)N2CCN(Cc3ccccc3)CC2)c1)c1ccccc1	8	9	0.7	0	2	6	0	7	2
N#C/C(=C/c1cccc(O)c1)C(=O)NCc1ccc(Cl)cc1	12	-2	2.3	0	10	-10	0	0	2
CCN(CC)C(=O)OCc1c(-c2cccc(OC)c2)ncc2ccccc12	.	5	3.6	.	3	0	-1	0	0
CCOc1cc(C(=O)N/N=C/C2CC=CCC2)cc(OCC)c1OCC (stereo not drawn)	-6	3	-10	9	3	9	2	0	-12
CC(Cl)C(=O)c1c[nH]c2ccccc12 (stereo not drawn)	-6	-2	-0.7	0	6	11	2	2	3
Cc1csc2ncc(C(=O)NCCc3ccccc3)c(=O)n12	-1	0	-1.5	1	22	-13	-3	0	0
CC(=O)NC(C)C12CC3CC(CC(CC(=O)O)(C3)C1)C2 (stereo not drawn)	-9	-3	1.4	0	-5	1	-3	0	11
O=C(O)CCC(=O)Nc1sc2c(c1C(=O)Nc1cccc3ccccc13)CCCCC2	16	-11	0.1	3	-9	-7	5	4	-21
O=C(COC(=O)C12CC3CC(CC(Br)(C3)C1)C2)Nc1cccc(S(=O)(=O)N2CCOCC2)c1	.	0	.	.	14	.	.	34	-3
Fc1ccc(NC(=S)NC2CC3CCC(C2)N3Cc2ccco2)cc1 (stereo not drawn)	3	4	-3.9	0	7	8	-7	2	-2
CCOc1ccc(NC(=O)COC(=O)Cn2nc(C)c([N+](=O)[O-])c2C)cc1OCC	.	9	.	.	4	3	.	0	0

Other entries.
SMILES	HCV core dimer	proCasp3 act	PP5 inh	Fh CTSL1 inh	VLA-4 inh	GASC-1 inh	PP1 inh	GRK2 inh	proCasp7 act
CCOc1ccccc1CNC(=O)c1ccc2c(c1)N(CC)CCS2	-11	5	-0.5	8	0	3	1	1	-3
COc1ccc(C(=O)Nc2ccc(N3CCN(C(=O)c4ccccc4)CC3)cc2)cc1[N+](=O)[O-]	4	4	0.9	-2	8	-2	-3	1	-3
NC(=O)CC(NC(=O)c1ccccc1)c1ccc(NCCN2CCCCC2)c([N+](=O)[O-])c1 (stereo not drawn)	3	-4	-2.1	2	-5	-5	-27	0	3
Cc1ccc(C(=O)NC(C)c2ccccc2)cc1Br (stereo not drawn)	-4	-8	1.4	-3	0	1	-3	5	8
CN(C(=O)CSc1ccccc1C(=O)O)C1CCCCC1	-4	4	0.3	-1	11	6	1	0	9
O=C(Nc1ccc(NC(=O)C2CC2)nc1)c1cccs1	-6	-4	-3.0	6	22	-12	-3	4	-2
O=C(Cn1ccc([N+](=O)[O-])n1)Nc1ccccn1	-3	2	2.0	-3	-1	47	-5	1	2
CCOC(=O)c1ccc(NC(=O)CSc2nc3c(c(=O)n2-c2ccccc2OC)SCC3)cc1	24	-7	3.5	-1	0	25	0	1	12
Cc1ccccc1N(CC(N)=O)S(C)(=O)=O	-6	14	2.8	0	-9	-1	8	3	-2
CN(Cc1ccccc1)C(=O)c1cc2ccccc2o1	6	0	2.2	4	15	7	-2	2	1
Cc1oc(-c2ccccc2F)nc1CS(=O)(=O)CC(=O)NCCCc1ccccc1	-5	9	0.5	5	24	-4	0	1	4
COc1cc2oc3ccccc3c2cc1N(CC(=O)N1CCCCC1)S(=O)(=O)c1ccc(C)cc1	34	-2	4.9	3	23	-7	6	2	16
O=C(NCCCCNC(=O)C(F)(F)F)C(F)(F)F	3	8	-1.1	0	7	-17	-3	0	6
COc1ccc(N(C(=O)c2ccncc2)S(=O)(=O)c2ccc(F)cc2)cc1	-3	3	1.4	-3	-7	36	0	3	4
COc1ccc(CCNC(=S)c2ccccc2)cc1OC	-13	6	1.1	-5	7	2	-2	2	1
CN1/C(=C\C(=O)c2cccnc2)C(C)(C)c2ccccc21	6	-13	3.4	3	5	6	-1	2	-18
COc1cc(/C=C/C(=O)c2ccccc2O)cc(OC)c1OC	3	-2	2.1	-1	4	3	4	1	-5
O=C(NNC1CC(=O)N(c2ccc(Br)cc2)C1=O)c1ccco1 (stereo not drawn)	-1	-5	1.1	3	4	-12	-1	0	1
CCCc1nnc(NC(=O)CCC(=O)NC2CCCCC2)s1	-24	1	0.0	12	-8	6	-6	0	0
NC(=O)C(Cc1ccccc1)N1C(=O)c2ccccc2C1=O (stereo not drawn)	4	-4	3.1	19*	-5	-11	0	3	2

Ordered by number of heavy atoms (descending): part of the list above
SMILES	HCV core dimer	proCasp3 act	PP5 inh	Fh CTSL1 inh	VLA-4 inh	GASC-1 inh	PP1 inh	GRK2 inh	proCasp7 act
CCCCNC(=O)c1cn(CC(C)C)c(=O)c2c1c1ccccc1n2C	-7	-1	-4.1	-2	21	0	-8	0	1
O=c1c(O)c(-c2cccs2)oc2ccc(Cl)cc12	-6	5	-10	4	-9	-3	-9	3	17
OCCn1c(Cl)nc2ccccc21	-2	3	-0.8	-1	4	-11	-2	0	4
